NCI-60 one-dose screen, 48 h, at 10 µM unless noted. Numbers give growth in % (100 = growth as untreated, 0 = no growth, -100 = all killed).
OVCAR-8 – OVCAR-8 ovarian cancer; 81,000 compounds, 4.4% hits; AID 1794782
ACHN – ACHN renal cancer | 81,000 compounds, 4.9% hits
OVCAR-3 – OVCAR-3 ovarian cancer; 79,000 compounds, 7% hits
OVCAR-4 – OVCAR-4 ovarian cancer cells; 80,000 compounds, 3.7% hits; AID 1794784
CAKI-1 – CAKI-1 renal cancer; 75,000 compounds, 4.7% hits; AID 1794772
RXF 393 – RXF 393 renal cancer cells; 77,000 compounds, 6.9% hits
OVCAR-5 – OVCAR-5 ovarian cancer. 82,000 compounds, 2.9% hits
A498 – A498 renal cancer cells; AID 1794774; 76,000 compounds, 5.4% hits
An asterisk follows results filed as active; . = no result given; & = joins results of further samples. The calls were made as follows: active = growth percent below 10; inactive = the rest.

SMILES	OVCAR-8	ACHN	OVCAR-3	OVCAR-4	CAKI-1	RXF 393	OVCAR-5	A498
COc1ccc(-c2nc(-c3ccc(OC)cc3)c3ccccc3n2)cc1	88	103	87	69	74	99	97	93
COc1ccc(C(=O)Nc2ncc(Cc3ccc(F)cc3)s2)cc1	28	28	-22*	49	22	7.0*	30	-12*
COc1ccc(-c2ccnc(SCc3cc4cc(OC)ccc4[nH]c3=O)n2)cc1	33	34	18	43	39	7.0*	47	80
CC(/C=N\NC(=O)C[N+](C)(C)C)=N/NC(=O)C[N+](C)(C)C	103	99	116	102	100	99	100	109
C/C(=N\O)C1(C)CC=CCC1CO (stereo not drawn)	103	98	106	124	102	104	97	103
CS(=O)(=O)Nc1ccc(C(=O)NC(C(=O)NO)c2ccc(-c3ccncc3)cc2)cc1 (stereo not drawn)	104	98	103	106	96	117	94	106
CN1CCN(Cc2ccc(NC(=O)c3cccc(C#Cc4c(N)ncc5ccc(F)cc45)c3)cc2C(F)(F)F)CC1	-52*	-94*	-57*	-48*	-99*	-90*	-58*	-79*
CCCC(=O)Nc1ccccc1OC	99	103	115	94	95	108	106	83
O=C(Nc1nc2ccccc2s1)c1ccc(Cc2n[nH]c(=O)c3cccnc23)cc1	102	103	109	106	92	105	93	112
COc1cc(-c2c(C#N)c(N)n(-c3cc(C)ccn3)c(=O)c2C#N)cc(OC)c1OC	87	104	107	96	93	79	104	103
c1ccc(-c2nnc3oc(-c4cccs4)nn23)cc1	97&99	105&101	102&118	105&99	95&112	125&111	118&102	116&99
COc1ccc(Cl)cc1NC(=O)c1cc2c(n1C)-c1nc(NC(=O)C(C)(C)C)sc1CC2	109	.	105	95	.	98	104	94
COc1ccc(Cn2cc3c(c2-c2ccccc2)CCCc2cnoc2-3)cc1N	93	93	108	100	72	115	99	.
COc1cc2oc(-c3cccc(C(=O)N[C@@H](CC(C)C)C(=O)O)c3)cc(=O)c2c(OC)c1OC	101	105	.	103	93	104	101	102
COc1ccc(NC(=S)SCCC(=O)O)cc1	101	110	111	112	86	103	113	86
CCCCN(CCO)C(C#CC(C)(C)O)C(C)C (stereo not drawn)	105	109	112	106	100	109	105	109
S=c1nc[nH]c2c1ncn2-c1ccc(Cl)cc1	110	103	111	90	98	116	108	.
COc1cccc(C(=O)NNC(=O)C(=O)Nc2ccc(C)c(Cl)c2)c1	91	103	100	93	90	105	105	90
CNC(=O)c1cccnc1	100	104	116	108	92	114	110	86
CSc1nc(Oc2ccc(C(C)=O)cc2)c(C#N)c(-c2cccc([N+](=O)[O-])c2)n1	103	98	113	105	87	99	104	83

Sorted by formula weight (lowest first): eleven of the compounds above
SMILES	OVCAR-8	ACHN	OVCAR-3	OVCAR-4	CAKI-1	RXF 393	OVCAR-5	A498
CNC(=O)c1cccnc1	100	104	116	108	92	114	110	86
C/C(=N\O)C1(C)CC=CCC1CO (stereo not drawn)	103	98	106	124	102	104	97	103
CCCCN(CCO)C(C#CC(C)(C)O)C(C)C (stereo not drawn)	105	109	112	106	100	109	105	109
S=c1nc[nH]c2c1ncn2-c1ccc(Cl)cc1	110	103	111	90	98	116	108	.
COc1ccc(-c2nc(-c3ccc(OC)cc3)c3ccccc3n2)cc1	88	103	87	69	74	99	97	93
COc1cccc(C(=O)NNC(=O)C(=O)Nc2ccc(C)c(Cl)c2)c1	91	103	100	93	90	105	105	90
COc1ccc(-c2ccnc(SCc3cc4cc(OC)ccc4[nH]c3=O)n2)cc1	33	34	18	43	39	7.0*	47	80
CSc1nc(Oc2ccc(C(C)=O)cc2)c(C#N)c(-c2cccc([N+](=O)[O-])c2)n1	103	98	113	105	87	99	104	83
COc1cc(-c2c(C#N)c(N)n(-c3cc(C)ccn3)c(=O)c2C#N)cc(OC)c1OC	87	104	107	96	93	79	104	103
CS(=O)(=O)Nc1ccc(C(=O)NC(C(=O)NO)c2ccc(-c3ccncc3)cc2)cc1 (stereo not drawn)	104	98	103	106	96	117	94	106
COc1cc2oc(-c3cccc(C(=O)N[C@@H](CC(C)C)C(=O)O)c3)cc(=O)c2c(OC)c1OC	101	105	.	103	93	104	101	102

The results go on:
SMILES	OVCAR-8	ACHN	OVCAR-3	OVCAR-4	CAKI-1	RXF 393	OVCAR-5	A498
CCOC(=O)c1cccc2nc3n(c12)CCC3	111	111	118	102	106	123	123	104
CC(=O)Nc1cc([N+](=O)[O-])ccc1C(=O)O	113&103	107&105	111&105	92&100	95	84&107	101&104	80&75
CCN(CC)CCCC(C)Nc1c(C)cnc2cc(OC)ccc12 (stereo not drawn)	108	107	120	120	104	113	108	114
Cn1cc(C2=C(c3c[nH]c4ncccc34)C(=O)N(O)C2=O)c2ccccc21	100	78	89	92	86	95	91	106
CCOC(=O)N1CCc2c(sc3nc(-c4ccccc4)nc(OCc4cn(Cc5nc6sc7c(c6c(=O)[nH]5)CCN(C(=O)OCC)C7)nn4)c23)C1	85	108	103	98	.	98	112	89
COc1ccc(CCC2CCCC2(C)C2CC2)cc1 (stereo not drawn)	104	107	136	106	94	107	109	132
CNC(=O)c1cc(Oc2ccc3nc(NC(=O)Nc4cc(C(F)(F)F)cc(C(F)(F)F)c4)sc3c2)ccn1	-68*	-53*	-77*	-77*	-18*	-25*	-26*	-59*
CCSC(=O)Nc1c[nH]c(=O)[nH]c1=O	99	106	126	91	92	106	98	.
CCN1C(=O)/C(=C/c2ccc(Cl)cc2Cl)SC1=S	97	98	87	86	91	104	88	77
O=S(=O)(O)c1cccc2c1oc1ccccc12	99	104	104	.	103	103	104	.
C=CC[N+](C)(C)Cc1nc(C#N)c(N(C)C)o1	94	101	105	109	94	116	90	102
COC(=O)C1=Cc2nc(C=O)cc3c4ccccc4n(c23)C1C(=O)OC (stereo not drawn)	100	95	107	106	91	105	98	111
O=Cc1ccc(CN2C(=O)c3ccccc3C2=O)o1	99	106	117	97	105	108	111	102
COC(=O)CCC(=O)Nc1cc(C)ccc1C	101	115	113	110	101	96	114	88
O=C1c2cccc3cccc(c23)C(=O)N1N1C(=O)c2cccc3c(NC4CCCCC4)ccc(c23)C1=O	96	92	105	97	80	93	91	95
C=C(C)[C@@H]1CC[C@]2(C#N)CC[C@]3(C)[C@H](CC[C@@H]4[C@@]5(C)CCC(=O)C(C)(C)[C@@H]5CC[C@]43C)[C@@H]12	93	97	98	95	76	85	103	76
Cc1ccc(C2CC(c3ccc(Cl)cc3)=NN2c2nc(-c3cc4ccccc4oc3=O)cs2)cc1 (stereo not drawn)	102	95	119	100	91	109	122	125
CC(=O)Nc1nc(O)c(C=Nc2ccncc2)s1	100	95	103	96	93	109	91	109
C=CCOC(=O)OC(C)C(=O)OCC=C (stereo not drawn)	106	107	120	113	90	130	152	108
Oc1ccc(CCC2CCCCC2)c(O)c1	95	95	.	103	97	109	104	77
COc1ccc([C@@H](C(=O)O)[C@@H](C(=O)O)c2ccc(OC)cc2)cc1	108	104	106	91	.	112	103	111
CCCCCCCC/C=C\CCCCCCCC(=O)OCCCCCCCCCCCCC	115	103	110	112	93	108	103	92
CC(=O)c1ccc(Nc2nc(Cl)nc(Oc3c(C(C)C)cccc3C(C)C)n2)cc1	82	79	80	72	40	73	92	91
COC(=O)c1cc(=O)nc(N/N=C/c2ccccc2O)s1	97	92	89	51	79	100	104	112
O=C(Nc1cccc(NC(=O)c2cc(S(=O)(=O)Nc3cccc(Cl)c3)c(O)c(O)c2O)c1)c1cc(S(=O)(=O)Nc2cccc(Cl)c2)c(O)c(O)c1O	102	97	106	101	.	116	109	102
O=c1nc(N[C@@H]2C[C@H](CO)[C@@H](O)[C@H]2O)[nH]c(=O)[nH]1	108	106	111	104	98	126	106	121
CCN1CCN(/C(=N\c2sc(-c3ccccc3)nc2-c2ccccc2)c2ccc(C)cc2)CC1	105	83	95	111	102	104	107	115
FC(F)(F)c1cc(CNc2nc(Cl)ncc2Br)cc(C(F)(F)F)c1	91	95	86	99	77	93	97	80
COc1ccc(C(=O)c2sc3nc(-c4cccs4)ccc3c2N)cc1OC	53	65	45	61	62	67	82	39
CCCC(=O)c1cc(C)ccc1OC	111	103	112	106	104	109	101	119
COC(=O)c1cccc2c1CC[C@@H](C)[C@]21C[C@@H](c2ccoc2)OC1=O	96	105	115	115	87	117	100	99
Cc1ccc(-c2nc(C#N)c(S(=O)(=O)N3CCN(c4oc(-c5ccccc5)nc4C#N)CC3)o2)cc1	101	105	.	103	97	102	107	99
Cc1nn(-c2ccc(C#N)cc2)c(C)c1N=Nc1ccccc1	94	96	104	102	91	103	93	88
O=C(c1cc(-c2ccccc2)nc2ccccc12)N1N=C(c2ccccc2)CC1c1cc(-c2ccccc2)nn1-c1ccccc1 (stereo not drawn)	87	81	78	98	.	81	105	82
COc1ccc(N2C(=O)N(c3ccc(C)cc3)C(=N)C2=S)cc1	94	94	99	93	81	114	91	98
COC(=O)c1nc(N)nc(C(=O)OC)c1C(=O)/C=C/c1ccccc1	103	105	71	102	98	118	125	120
CCOc1ccccc1/C=N\N=C(\N)N/N=C/c1ccccc1OCC	39	45	7.4*	72	37	-1.5*	93	.
CCCCCCCCP(CCCCCCCC)CCCCCCCC	105	110	103	96	107	127	95	104
Cn1c(=O)c2[nH]c(/N=N/SCCO)nc2n(C)c1=O	101	108	107	100	.	127	100	108
S=C(c1ccc2c(c1)OCO2)N1CCN(c2ccc(Cl)cc2)CC1	101	98	111	106	98	117	98	104
O=S(=O)(NCCNc1nccc(-n2ccc3cccnc32)n1)c1cccc(Br)c1	104	95	107	88	84	97	101	86
CCN(Cc1ccc(S(=O)(=O)O)cc1)c1cccc(C)c1	98	101	114	.	.	83	99	90
COc1ccc(C2=Nn3c(nnc3-c3cc(OC)ccc3OC)SC2)cc1	107	100	114	87	104	99	102	89
O=C(O)/C=C/C(=O)Nc1ccc(Cl)cc1	108	94	107	102	97	100	99	95
CCOC(=O)C1=C(C)N=C2Sc3cc(Cl)ccc3N2C1c1cn[nH]c1-c1ccc(F)cc1 (stereo not drawn)	89	96	93	105	92	107	105	87
CCCCCCC1=C(P(=O)(O)O)N[C@H](C(=O)O)CS1	91	89	102	97	91	107	93	93
COc1ccc(N2C(=O)c3cc(OC)c(OC)cc3NC2SCc2ccccc2)cc1 (stereo not drawn)	103	94	125	102	104	144	109	107
CCC1=C(C)C(=O)[C@H](C)[C@@H](C(C)[C@@H]2OC(CC)=C(C)C(=O)[C@@H]2C)O1 (stereo partly drawn)	124	97	89	129	79	140	81	106
N#C/C(C(=O)Nc1ccccc1)=c1\s/c(=C\Nc2ccccc2F)c(=O)n1-c1ccccc1	99	99	114	69	90	100	102	.
O=C1NC(=O)C(c2cc(-c3cc4ccccc4[nH]3)no2)C(=O)N1	87	111	106	108	101	97	109	93
Cc1cn(C2CC(O)C(COC(c3ccccc3)(c3ccccc3)c3ccccc3)O2)c(=O)[nH]c1=O (stereo not drawn)	78	72	81	53	62	79	73	.
COc1ccc(C(=O)COc2ccc(/C=C3\CCc4ccccc4C3=O)cc2)cc1	98	93	104	91	78	.	93	93
Nc1nc(SCc2ccccc2)c2[nH]cnc2n1	110	98	111	107	95	102	99	85
Nc1ncc(-c2ccc3ncnc(N4CCc5cc(F)c(Cl)cc54)c3c2)cc1C=O	31	7.1*	0.6*	34	-1.0*	-35*	9.7*	-63*
COc1cccc2cc(/C(C)=N/NC(=O)CC#N)oc12	73	101	112	93	98	.	100	108
COc1ccccc1CC(CC(=O)O)C(=O)O (stereo not drawn)	107	114	107	111	101	110	104	102
COc1cc(C2c3cc4c(cc3C(O)C(CO)C2CO)OCO4)cc(OC)c1OC (stereo not drawn)	30	54	-44*	51	66	-6.1*	51	-0.1*
CC(=O)C1(O)CCC2C3CC(C)C4=CC(=O)C=CC4(C)C3C(=O)CC21C (stereo not drawn)	116	103	107	104	98	114	102	108
CCCC(=O)N(Cc1ccccc1)Cc1ccccc1	107	111	109	104	101	96	110	98
CC(=O)c1ccc(N2CN(c3ccc(Cl)cc3)CC3=C2CC(C)(C)CC3=O)cc1	81	44	78	71	.	76	93	76
(continued)
SMILES	OVCAR-8	ACHN	OVCAR-3	OVCAR-4	CAKI-1	RXF 393	OVCAR-5	A498
COCCn1c(C)nc2ccccc2c1=O	87	69	77	65	76	53	96	57
Cc1cc2cc3cc(C)c(N(C)C)cc3nc2cc1N(C)C	23	39	-25*	32	44	24	54	53
CN1c2nc3ccccc3nc2SC1Nc1ccccc1 (stereo not drawn)	97	96	112	78	92	113	99	85
CC(=O)OC[C@]12CC[C@@H](/C(C)=N/O)[C@@H]1[C@H]1CC[C@@H]3[C@@]4(C)CCCNC(C)(C)[C@@H]4CC[C@@]3(C)[C@]1(C)CC2	73	88	66	54	37	71	103	59
O=c1[nH]c(=O)c2ncn(C3OC(CO)C(O)C3O)c2[nH]1 (stereo not drawn)	108	100	110	108	99	112	111	103
O=C1OC2CCCC2C12C(=O)O[C@@H]1CCC[C@@H]12 (mixture of isomers)	96	108	118	106	91	107	104	104
COc1cc2c3c(n(C4CCOCC4)c(=O)c2cc1OC)-c1cc2c(cc1C3=O)OCO2	67	38	86	93	49	104	125	.
Cc1ccc(NC(=O)C(C)C)cc1	103	103	122	106	90	116	101	129
O=Cc1cccc(OCc2ccccc2)c1	103	94	114	107	95	97	99	88
O=C1OC2(OC(=O)c3ccccc32)Oc2ccc(F)cc21 (stereo not drawn)	105	101	95	99	.	119	92	94
Cc1cc(F)ccc1C(=O)Nc1ccc(CN2CCc3nc4cc(O)c(O)cc4cc32)cc1	100	98	100	101	91	112	112	61

Assay outcomes deposited in PubChem BioAssay by NCI.
